High-throughput results: PubChem, several laboratories
Autophagy mod – modulators of autophagy; MEF GFP-LC3 puncta imaging; test concentration mostly 10 µM; 190,000 compounds, 0.98% hits; calls only at 10 µM (by protocol); AID 463193;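 active means percentage of spot-positive cells more than 3 SD above its plate mean, without a fluorescence outlier flag or 80% toxicity; inconclusive means no clear call, values can overlap the other calls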;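 further: spot-positive cell cutoff set from DMSO-treated cells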
WT yeast gro inh – growth inhibition of WT yeast, mitochondrial fusion screen. inhibition, % at 10 µM. 190,000 compounds, 2.1% hits. AID 1362. mitochondrial fusion phenotypic screen, WT strain; in the data active means inhibition above about 58%; tested in S. cerevisiae
NTR1 agonist – agonists of NTR1, primary screen, imaging, U2OS cells, beta-arrestin-GFP, high content (AID 493036); P30989; NTR1-U2OS beta-arrestin-GFP spot imaging, agonist mode; activation, % at 20 µM; 330,000 compounds, 0.17% hits;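 active means activation at or above 40% of the spot to cytoplasm intensity ratio, with at least 20 cells analyzed; inconclusive means wells under 20 cells, flagged as cytotoxic or low count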;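 further: 0% = DMSO without peptide and 100% = 100 nM NTR1 peptide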
Target sequence (P30989 whole entry, looked up): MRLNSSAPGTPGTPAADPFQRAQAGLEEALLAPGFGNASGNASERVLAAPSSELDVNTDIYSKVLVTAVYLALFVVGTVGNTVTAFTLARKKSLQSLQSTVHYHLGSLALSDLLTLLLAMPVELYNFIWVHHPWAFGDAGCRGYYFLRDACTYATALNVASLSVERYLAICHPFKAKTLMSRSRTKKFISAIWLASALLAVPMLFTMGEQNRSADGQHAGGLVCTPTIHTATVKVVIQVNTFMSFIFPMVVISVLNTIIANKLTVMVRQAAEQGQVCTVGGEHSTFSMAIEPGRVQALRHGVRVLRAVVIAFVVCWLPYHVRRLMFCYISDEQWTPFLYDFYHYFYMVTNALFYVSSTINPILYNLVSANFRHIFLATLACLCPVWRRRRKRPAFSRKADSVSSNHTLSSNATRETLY
RSV CPE inhibition – inhibition of RSV-induced cytopathic effect – HEp-2 cells, primary 10 µM value included (AID 2391); HEp-2 cells, RSV-induced CPE inhibition; higher % means a stronger effect; CPE inhibition, % at 10 µM, or IC50 in µM where a hit was titrated; 310,000 compounds, 0.13% hits; in the data active means a potency from the dose series; inconclusive means CPE inhibition mostly from about 23% at the one dose, without a potency; inactive means the rest, 99 in 100 with CPE inhibition below about 21%; further: strong numbers were not always called active
GPR35 arrestin U2OS – inhibition of zaprinast-stimulated GPR35 beta-arrestin translocation – imaging, U2OS, beta-arrestin-GFP, zaprinast agonist, primary screen (AID 2058); 290,000 compounds, 0.052% hits; one-dose inhibition, % at 10 µM; IC50 in µM for titrated hits; U2OS GPR35 beta-arrestin-GFP translocation imaging, zaprinast antagonism; higher % means a stronger effect;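 active means inhibition of at least 50% with at least 30 cells and total cytoplasm GFP at most 10,000,000; inconclusive means under 30 cells or total GFP of 10,000,000 plus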
UTI89 phage lysis – inhibition of K1F phage lysis, E. coli UTI89, bacterial capsule biogenesis inhibitors, alamar blue (AID 488966) | E. coli UTI89 K1F phage lysis, alamar blue, 2 h; higher % means a stronger effect | inhibition, % at 100 µM, or IC50 in µM where a hit was titrated | 340,000 compounds, 0.02% hits;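 active means phage lysis inhibition, versus mean bacterial control, above a set limit; inconclusive means no clear call, values can overlap the other calls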;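 further: capsule biogenesis inhibitors block K1F phage lysis so surviving cells raise fluorescence; higher fluorescence means more inhibition of phage lysis; actives were called in the ten point dose series up to 300 µM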
LYP phosphatase – inhibitors of LYP phosphatase, biochemical, fluorescence intensity, uHTS (AID 1779). recombinant LYP phosphatase, fluorescence intensity; higher % means a stronger effect. 290,000 compounds, 0.054% hits. inhibition, % at 11.5 µM, or IC50 in µM where a hit was titrated; in the data active means inhibition above about 50%;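 further: plate controls were vehicle with enzyme for no effect and no enzyme for full effect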
AID2073 – inhibitors of Mint1-CaV2.2 protein interaction, biochemical, HTRF (AID 2073); HTRF protein-protein interaction, Mint1-CaV2.2; higher % means a stronger effect; inhibition, % at 20 µM; hits with a dose series show IC50 in µM; 290,000 compounds, 0.19% hits; in the data active means inhibition mostly above about 51%, no sharp cut-off; inconclusive means no clear call, values can overlap the other calls; inactive means mostly below about 53%; further: some results filed as inactive read as strong as hits
NS5 inhibitors – Dengue-2 NS5 methyltransferase inhibitors, primary screen, biochemical, confirmation dose response (AID 588689) | Dengue-2 NS5 methyltransferase capping enzyme assay, biochemical; higher % means a stronger effect | one-dose inhibition, % at 25 µM; IC50 in µM for titrated hits | 340,000 compounds, 0.3% hits; in the data active means a potency from the dose series; inconclusive means inhibition above about 29% without an active follow-up result
WT yeast gro inh mutant strain – second read-out of WT yeast gro inh, no call of its own (marks repeat the call); inhibition, %; mitochondrial fusion phenotypic screen, mutant strain inhibition
Autophagy mod cell loss 18 h – second read-out of Autophagy mod, no call of its own (marks repeat the call); toxicity, %; measured here: cell loss, nuclei count;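 cell loss after 18 h compound exposure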
NTR1 agonist cell count 20 µM – also measured in NTR1 agonist; calls as there; cell count; measured here: cell count, cytotoxicity flag
NS5 inhibitors pilot replicate – also measured in NS5 inhibitors; calls as there; inhibition, %; measured here: pilot screen replicate inhibition
Numbers without * were called inactive; i = inactive; ? = inconclusive; nt = no result given; + = active, no number; [ ] = remark or other dose. This is a random part of the collection (roughly 2.6% active in at least one column).

SMILES	Autophagy mod	Autophagy mod cell loss 18 h	WT yeast gro inh	WT yeast gro inh mutant strain	NTR1 agonist	NTR1 agonist cell count 20 µM	RSV CPE inhibition	GPR35 arrestin U2OS	UTI89 phage lysis	LYP phosphatase	AID2073	NS5 inhibitors	others
COc1ccc(Nc2nc3cc(C)ccc3cc2C#N)c(OC)c1	+	27*	-17	-9	-0.3	84	0.2%	5%	0.1%	-1%	39%	?
COC(=O)Nc1nnc(-c2ccccc2Cl)s1	i	10	17	10	0.9	74	1.9%	-15%	7.7%	-4%	5%	-6%
Cc1c(NC(=O)COc2cccc3c2OC(C)(C)C3)c(=O)n(-c2ccccc2)n1C	i	36	-4	-4	0.7	78	1.0%	-9%	0.5%	-8%	-2%	-4%
CC(=O)Nc1ccc(N=NC2C(=O)N(C(N)=S)N=C2C)cc1 (centres undefined)	nt	nt	nt	nt	0.3	59	-0.1%	-1%	-1.4%	-5%	-9%	-3%
COc1ccccc1NC(=O)Cn1nnc(C(=O)NCCc2ccccc2)c1N	i	-32	7	-5	0.7	93	1.8%	17%	0.0%	-2%	4%	-2%
CCOc1ccc(N(CC(=O)NCCSCc2ccccc2Cl)S(C)(=O)=O)cc1	nt	nt	nt	nt	2.5	64	0.2%	0%	-1.0%	-9%	?	9%
O=C(Cn1nc(Cc2cccnc2)c2ccccc2c1=O)Nc1cc(F)ccc1F	nt	nt	nt	nt	0.9	63	4.2%	3%	0.1%	-7%	2%	-8%
CC(=O)NC12CC3CC(CC(CC(=O)O)(C3)C1)C2	i	32	10	-41	0.5	110	0.3%	2%	-0.5%	-2%	0%	8%	NS5 inhibitors pilot replicate=0.6
Cc1cc([N+](=O)[O-])cc2c1NCC1CC=CC21 (centres undefined)	i	1	-6	-16	-0.1	82	9.2%	8%	0.4%	-7%	-14%	18%
O=C(Nc1c(C(=O)N2CCOCC2)cnn1-c1ccccc1)c1cccc(F)c1	nt	nt	nt	nt	-0.2	45	0.1%	3%	-0.2%	-4%	8%	1%
O=C(Cn1c(S(=O)(=O)Cc2ccccc2)nc2ccccc21)N1CCCCC1	i	0	11	1	2.2	90	0.3%	9%	3.3%	-12%	-6%	1%
Cc1ccc(NC(=O)Cn2nc(C(F)(F)F)c3c2CCC3)cc1	i	0	19	14	0.2	68	1.2%	5%	5.2%	-2%	0%	-6%
Cc1ccc(C(=O)N/C(=C\c2cn(-c3ccccc3)nc2-c2ccccc2)C(=O)N2CCOCC2)cc1	i	-4	12	6	1.7	51	1.5%	3%	1.8%	3%	0%	-3%
CC1(C)c2ccccc2N2CC(=O)NC21/C=C/c1ccco1 (centres undefined)	i	-3	-4	-5	0.0	40	0.3%	25%	-0.1%	1%	54%	-17%
CCOc1ccc(C(C)=O)cc1COC(=O)C(C)N=C1NS(=O)(=O)c2ccccc21 (centres undefined)	nt	nt	nt	nt	0.3	59	1.4%	0%	0.6%	-10%	17%	-12%
CCc1nc2ccc(C(=O)Nc3cccc(C(C)=O)c3)cc2nc1CC	i	-9	-12	-2	4.1	58	3.6%	2%	1.7%[50 µM]	-2%	4%	-2%
Cc1oc2ccc(OC(C(=O)O)c3ccccc3)cc2c1C(=O)O (centres undefined)	nt	nt	nt	nt	-0.3	113	1.2%	-6%	1.0%[50 µM]	-2%	2%	-1%
CC(=O)Nc1cccc(NC(=O)CSc2ncc(C(=O)Nc3ccc(F)cc3)c(=O)n2C)c1	nt	nt	nt	nt	0.6	56	-1.9%	nt	1.0%[50 µM]	nt	nt	-5%
CCCC(=O)Nc1nc2ccc(OC)cc2s1	i	-16	5	5	-2.4	73	1.4%	0%	-0.8%	-2%	-2%	-2%
COc1ccc(/C=C/C(=O)NCC2COc3ccccc3O2)c(OC)c1 (centres undefined)	i	-4	1	-8	-0.9	51	11%	-15%	0.2%	2%	17%	0%
O=C(NCc1ccc(Cl)cc1)C1C2C=CC3(CN(Cc4cccnc4)C(=O)C13)O2 (centres undefined)	i	4	-30	18	-1.5	72	0.4%	3%	12%	-4%	-5%	-8%
Cc1nc(SCc2ccccc2F)c2cnn(-c3ccccc3)c2n1	i	22	21	-6	3.6	62	45%	11%	nt	-2%	34%	nt
CC(=O)Nc1c(C(=O)N2CCCCCC2)cnn1-c1ccccc1Cl	i	-6	-15	-10	-0.4	93	0.9%	-5%	0.2%	-9%	-5%	-6%
CCN(CC)c1nc(Nc2ccc(Cl)cc2)nc(OCC#N)n1	i	-4	11	17	4.5	43	66%	0%	-0.1%	5%	7%	-10%
Cc1ccccc1C(=O)N1CCN(c2ccc([N+](=O)[O-])c(NCc3cccnc3)c2)CC1	i	15	13	-5	-1.4	42	5.1%	-14%	5.0%	5%	0%	3%
C=CCSCC1Nc2cc(Cl)c(S(N)(=O)=O)cc2S(=O)(=O)N1 (centres undefined)	nt	nt	nt	nt	-1.5	50	0.4%	nt	5.4%	nt	nt	-1%
CCCOC(=O)c1ccc(NS(=O)(=O)c2cccs2)cc1	i	0	0	0	-1.2	78	0.7%	2%	1.7%	-8%	1%	-5%
O=C(COc1ccc(-c2nnco2)cc1)Nc1c(Cl)cccc1C(F)(F)F	nt	nt	nt	nt	-1.7	59	-1.2%	nt	0.5%[50 µM]	nt	nt	-2%
O=C(CCSc1ccccc1Cl)NNC(=O)c1ccncc1	nt	nt	nt	nt	-0.1	65	1.2%	nt	1.5%[50 µM]	nt	nt	2%
CS(=O)(=O)N(CC(=O)NCCSCc1ccco1)c1ccc(Cl)cc1	i	-5	-13	7	-0.7	59	0.2%	6%	0.2%	-4%	15%	-2%
Cc1ccc(-n2c(SCC(=O)Nc3cccc(S(=O)(=O)NC4=NCCCCC4)c3)nc3ccccc3c2=O)cc1C	i	10	-2	-3	2.2	65	12%	5%	-0.4%	1%	12%	-4%
C=CCNC(=O)/C(C#N)=C/c1ccc(C(=O)O)cc1	i	-10	-4	-15	1.3	58	0.2%	-17%	-0.1%	-1%	9%	-3%
Oc1ccc(C[C@H]2CNCCN2CCCCC2CCCCC2)cc1	nt	nt	nt	nt	9.4	76	-2.4%	nt	-2.1%	nt	nt	6%
COC(=O)C(C(=O)Nc1ccc(OC)cc1)C1CCCCCC1 (centres undefined)	i	0	-7	-77	1.6	47	-0.3%	11%	-0.6%	-2%	5%	-10%
Cc1cc(C)cc(N(CC(=O)NCc2ccc(F)cc2)C(=O)c2snc(C(N)=O)c2N)c1	nt	nt	nt	nt	3.4	57	2.6%	-6%	-0.6%	-8%	10%	22%
Cc1ccc(NC(=O)CSc2nnc(-c3ccccn3)n2N)c(Br)c1	nt	nt	nt	nt	-0.7	51	nt	7%	nt	-4%	8%	nt
CC(=O)N1CCc2cc(S(=O)(=O)CCC(=O)N(C)Cc3ccco3)ccc21	nt	nt	nt	nt	0.9	55	0.5%	-5%	1.2%	-12%	-1%	-9%
O=C(NCc1ccccc1)c1cncc(Br)c1	i	7	-24	-10	1.5	38	0.9%	20%	-0.1%	68%*	1%	-1%
COC(=O)c1ccc(N)c(CS(=O)(=O)c2ccc(Cl)cc2)c1	nt	nt	nt	nt	1.2	81	0.2%	10%	0.1%	-5%	14%	1%
COc1ccc(NC(=O)N2CCCC2C(=O)NC23CC4CC(CC(C4)C2)C3)cc1 (centres undefined)	nt	nt	nt	nt	-1.2	43	-0.7%	-8%	-0.2%	-6%	8%	18%
CCO[C@H]1OC(C(=O)O)=C[C@@H](C(C)(C)C)[C@@H]1CCCO	nt	nt	nt	nt	-2.8	72	-0.8%	nt	0.0%	nt	nt	4%
COc1cc(OC)cc(-c2nnc(SCC(=O)NCc3cccs3)o2)c1	i	-8	4	0	1.3	52	1.8%	-11%	4.0%	0%	8%	-4%
CCc1c(C)nc2c(OC)cccc2c1Cl	i	-6	2	11	1.3	28	0.8%	-7%	-0.1%	-5%	17%	-1%
CCCC(C)C(=O)Nc1nc(C)c(-c2csc(Nc3ccccc3OC)n2)s1 (centres undefined)	i	-22	2	8	2.2	85	2.7%	16%	1.2%	-8%	6%	-13%
CC(C)c1nnc(NC(=O)C2CCCN(C(=O)Nc3ccc(F)cc3)C2)s1 (centres undefined)	nt	nt	nt	nt	-0.8	44	1.8%	11%	0.2%	0%	7%	-12%
O=C(OCC(=O)N1CCc2ccccc2C1)c1ccc(Cl)c([N+](=O)[O-])c1	nt	nt	nt	nt	16	58	2.0%	nt	-0.1%[50 µM]	nt	nt	4%
CCc1nccn1CCC(=O)NC1CC(C)(C)Cc2c1cnn2-c1cccc(F)c1 (centres undefined)	nt	nt	nt	nt	-0.4	80	0.4%	-1%	0.3%	-8%	-3%	3%
COc1ccc(S(=O)(=O)N(C)C)cc1NC(=O)CSc1nc(N)cc(N)n1	nt	nt	nt	nt	-0.7	69	1.4%	-6%	1.6%	-11%	11%	0%
CCC(=O)Nc1nnc(SCC(=O)Nc2ccc3c(c2)OCO3)s1	nt	nt	nt	nt	0.8	57	1.6%	-16%	0.0%	-3%	12%	-7%
CCCCC(=O)Nc1ccc2c(c1)nc(CCN1CCN(c3ccccn3)CC1)n2C	nt	nt	nt	nt	-0.8	87	0.8%	-8%	0.1%	-11%	26%	-10%
CCOC(=O)CCC(=O)Nc1ccc(S(=O)(=O)N2CCCCC2)cc1	i	-5	-8	3	-1.2	52	2.3%	18%	-1.9%	-2%	1%	-3%
CN1CCN(C(=O)CCc2nnc3ccc(N4CCC5(CC4)OCCO5)nn23)CC1	nt	nt	nt	nt	-0.9	64	0.0%	7%	1.2%	-7%	2%	-7%
COc1c(F)c(F)c(C(=O)Nc2ccc3oc(-c4ccncc4)nc3c2)c(F)c1F	i	0	-5	-3	-0.3	42	-0.5%	-11%	0.1%	-9%	20%	9%
CC(=O)Nc1ccc(S(=O)(=O)Nc2nc3ccc(C)cc3s2)cc1	i	14	-3	-4	-0.3	52	2.1%	10%	0.1%	-6%	-4%	7%	NS5 inhibitors pilot replicate=1.2
